MEKK2 WT-MEK5 = raises or lowers MEK5 binding to wildtype human MEKK2 PB1 domain. Q9Y2U5. bead flow cytometry, Alexa488-MEK5 binding to MEKK2 WT; actives lie on both sides. binding response (% of control), % at 10 µM. 1.1% of 290,000 active. AID 1531; in the data active = binding response below about 67% or above about 130%
OXTR potentiate = potentiates the human oxytocin receptor response | 0.061% of 320,000 active | activation, % at 3 µM | AID 2445 | P30559 | CHO-OTR cells, Fluo-8 calcium fluorescence, potentiator mode; 0% = oxytocin EC15, 100% = EC100;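 active = activation above that plate's cutoff, the mean activation of tested compounds plus 3 SD, cut at about 6.6% in these data, passing the limit was not always enough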;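 also: 100% uses oxytocin at 75 nM as the full agonist control; some results filed as inactive read as strong as hits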
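Measured by – Fluo-8 calcium dye fluorescence · Test system – human OTR in CHO cells · Dosing – one concentration, 3.0 µM compound · Controls – EC15 oxytocin alone as 0%, 75 nM oxytocin as 100% · Evaluation – normalized max/min fluorescence ratio, % activation · Timing – 6 min pre-incubation, 100 s read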
MEKK2mut PB1 HTS = signal of MEK5 binding to mutant human MEKK2 PB1 domain | bead flow cytometry, Alexa488-MEK5 binding to MEKK2 mutant | AID 1530 | percent response, % at 10 µM | 0.35% of 290,000 active; in the data active = percent response above about 24%, passing the limit was not always enough; also: inactives centre near 1; some results filed as inactive read as strong as hits
NALP1 yeast inh = NALP1 inhibition; S. cerevisiae NALP1/ASC/caspase-1 growth, X-gal OD620, 72 h; inhibition, % at 10 µM; 0.61% of 280,000 active; AID 2071; in the data active = inhibition mostly above about 24%, no sharp cut-off; inactive = mostly below about 32%; also: some compounds called inactive have numbers as strong as hits
V1aR counter = activates human V1a receptor in oxytocin agonist counter-screen. P37288. CHO-V1R cells, Fluo-8 calcium fluorescence, agonist mode; 0% DMSO, 100% 3 nM vasopressin. activation, % at 3 µM. 0.25% of 320,000 active. AID 2797;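 active = activation above the mean activation of all tested compounds plus 3 SD, per screening run, cut at about 20% in these data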;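 also: signal is peak over basal fluorescence ratio across a 100 second FLIPR read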
Target sequence (P37288 whole entry, looked up): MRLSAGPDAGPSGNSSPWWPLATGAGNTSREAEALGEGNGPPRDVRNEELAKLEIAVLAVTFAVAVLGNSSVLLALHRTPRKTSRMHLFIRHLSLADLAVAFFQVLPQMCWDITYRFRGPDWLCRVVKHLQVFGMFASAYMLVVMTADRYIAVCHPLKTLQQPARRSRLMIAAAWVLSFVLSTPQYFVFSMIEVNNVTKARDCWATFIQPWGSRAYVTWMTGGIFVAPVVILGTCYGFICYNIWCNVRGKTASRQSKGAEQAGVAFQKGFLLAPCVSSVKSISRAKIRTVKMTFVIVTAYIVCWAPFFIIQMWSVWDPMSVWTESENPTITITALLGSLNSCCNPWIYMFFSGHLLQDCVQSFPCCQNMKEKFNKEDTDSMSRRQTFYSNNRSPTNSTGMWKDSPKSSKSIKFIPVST
OXTR agonist = agonists of human oxytocin receptor; AID 2435; CHO-OTR cells, Fluo-8 calcium fluorescence; normalized: DMSO 0%, oxytocin 100%; P30559; 0.32% of 320,000 active; activation, % at 3 µM;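 active = activation above the mean of all tested compounds plus 3 SD, cutoff set per screening run, cut at about 20% in these data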;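 also: peak over basal fluorescence ratio from a 100 s FLIPR kinetic read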
GPR7 antag = antagonists of human GPR7 (neuropeptides B/W receptor 1); P48145; GPR7-expressing cells, fluorescence antagonist assay; inhibition, % at 4.4 µM; 1.1% of 290,000 active; AID 1861; in the data active = inhibition above about 16%, passing the limit was not always enough;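 also: cells stimulated with the agonist NPW; 0% = agonist with vehicle and 100% = vehicle without agonist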
Target sequence (P48145 whole entry, looked up): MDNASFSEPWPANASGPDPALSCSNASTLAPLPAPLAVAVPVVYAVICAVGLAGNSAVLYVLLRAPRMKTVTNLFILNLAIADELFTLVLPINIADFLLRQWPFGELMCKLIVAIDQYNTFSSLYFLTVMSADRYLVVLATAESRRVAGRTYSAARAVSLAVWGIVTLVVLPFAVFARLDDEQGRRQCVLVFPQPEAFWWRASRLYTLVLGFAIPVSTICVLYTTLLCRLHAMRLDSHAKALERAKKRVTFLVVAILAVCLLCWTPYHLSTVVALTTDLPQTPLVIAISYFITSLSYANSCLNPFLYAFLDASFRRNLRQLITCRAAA
PfM18AAP inh = PfM18AAP enzyme inhibition; recombinant PfM18AAP, H-Glu-NHMec fluorogenic cleavage; inhibition, % at 7.35 µM; AID 1822; 1.2% of 290,000 active;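 active = inhibition above the campaign mean inhibition over all tested compounds plus 3 SD, cut at about 28% in these data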;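 also: 0% = plate median of test compound wells and 100% = 2 mM ZnCl2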
GalR3 antagonist = human GalR3 antagonism | O60755 | HEK293 GalR3-CNG cAMP membrane potential fluorescence; galR3 body fused to GalR1 C-terminus | inhibition, % at 3 µM | 0.44% of 360,000 active | AID 651719;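 active = inhibition above the screen-wide average plus 3 SD, cut at about 13% in these data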;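 also: forskolin and galanin both at EC90 stimulate the cells; cAMP rise reported by CNG channel membrane potential dye signal; 0% = forskolin plus galanin with DMSO and 100% = forskolin alone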
Target sequence (O60755 1-299 limits assumed): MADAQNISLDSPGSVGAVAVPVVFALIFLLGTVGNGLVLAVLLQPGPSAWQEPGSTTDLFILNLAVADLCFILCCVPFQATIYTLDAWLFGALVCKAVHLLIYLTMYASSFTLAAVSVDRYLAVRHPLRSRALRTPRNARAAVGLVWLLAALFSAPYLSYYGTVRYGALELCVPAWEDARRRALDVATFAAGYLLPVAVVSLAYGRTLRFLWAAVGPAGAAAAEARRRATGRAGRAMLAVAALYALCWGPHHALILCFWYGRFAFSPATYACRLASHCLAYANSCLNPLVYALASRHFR
* = called active by the depositor; . = no result given; [ ] = another dose, or the depositor's remark. Not a hit list; overall some 4.1% were active at least once.

SMILES	MEKK2 WT-MEK5	OXTR potentiate	MEKK2mut PB1 HTS	NALP1 yeast inh	V1aR counter	OXTR agonist	GPR7 antag	PfM18AAP inh	GalR3 antagonist
S=C(NCCCN1CCOCC1)N1CCN(c2nc(-c3ccc(Cl)cc3)cs2)CC1	163*	-15	47	3	4.1	6.5	5	-2	20*
CC1(C)CC(=O)c2cn3nc(C(F)(F)F)nc3nc2C1	98	3	-1	43*	0.7	0.3	1	-5	1
CC1=C(C(=O)OCc2ccc3c(c2)OCO3)C(c2ccccc2)NC(=O)N1 (configuration not stated)	94	-2	6	-10	3.3	0.8	-10	-7	-1
Cc1ccc(-c2csc(NC(=O)c3ccc4c(=O)n5c(nc4c3)CCCCC5)n2)cc1	102	-4	14	18	0.8	0.5	13	-3	-5
Cc1cccc(NC(=O)CS(=O)(=O)c2c[nH]c3ccccc23)c1C	97	-17	0	-4	0.7	-0.9	-9	0	0
CC1CN(CCCCOc2ccc(C(C)C)cc2)CC(C)O1 (configuration not stated)	2.0*[inhibitor]	-8	-15	14	0.6	0.2	-9	16	-5
COc1ccccc1NC(=O)N1CCN(Cc2ccc3c(c2)OCO3)CC1	99	4	-6	18	1.2	1.3	-5	-10	.
COc1ccc(CNC(=O)C(C)OC(=O)c2cccc(N(C)C)c2)cc1 (configuration not stated)	.	-2	.	.	-0.7	-2.2	.	.	-4
C=C(C)C(=O)OCC(=O)NCc1ccccc1	104	3	1	-6	0.7	1.1	-1	-2	1
COc1ccccc1CNC(=O)CN(C)S(=O)(=O)c1ccc2c(c1)n(C)c(=O)c(=O)n2C	106	-2	2	11	-0.1	0.5	-10	-1	2
CCn1c(=O)c(CCC(=O)N2CCOCC2)c(C)c2c(C)nn(-c3ccccc3)c21	108	-3	7	23	-0.4	-2.7	-7	1	.
OCc1ccccc1CNCc1ccccc1	93	-6	-4	21	0.4	0.7	1	-5	-2
CN(C)S(=O)(=O)c1ccc(Cl)c(NC(=O)CN2CCC(Cc3ccccc3)CC2)c1	97	-6	1	9	-0.5	0.3	9	-6	-6
Fc1ccccc1NC(=S)N(CCN1CCCCCC1)Cc1cccs1	109	-3	7	3	-0.7	0.3	-10	12	-3
CCNc1nc(Oc2ccc(C#N)cc2)cc(C(F)(F)F)n1	97	-3	4	-6	-1.8	-2.2	-18	-1	-4
CCOC(=O)Cn1c(CCC(=O)O)ccc1-c1ccc(F)cc1	96	4	2	0	1.5	0.5	-10	6	-2
Cc1cc(C)c(NC(=O)CSc2nnnn2-c2cccnc2)c(C)c1	111	-15	4	24	0.4	0.4	-5	1	-5
Cc1ccccc1N1CC(C(=O)Nc2nnc(SCCN3CCOCC3)s2)CC1=O (configuration not stated)	104	-4	7	4	-0.9	-0.1	1	-6	-3
NC(=O)COc1ccc(/C=N\NC(=O)CC(=O)NCCc2ccccc2)cc1	109	-6	10	-8	-0.3	-0.8	-9	-5	-10
NC(=O)C(F)(F)C12OC3C4C5CC(C6C5C3C61)C42 (configuration not stated)	102	-3	5	10	-0.2	-1.2	0	-7	-1

No new results follow: 6 of the compounds above.
SMILES	MEKK2 WT-MEK5	OXTR potentiate	MEKK2mut PB1 HTS	NALP1 yeast inh	V1aR counter	OXTR agonist	GPR7 antag	PfM18AAP inh	GalR3 antagonist
CC1(C)CC(=O)c2cn3nc(C(F)(F)F)nc3nc2C1	98	3	-1	43*	0.7	0.3	1	-5	1
CC1=C(C(=O)OCc2ccc3c(c2)OCO3)C(c2ccccc2)NC(=O)N1 (configuration not stated)	94	-2	6	-10	3.3	0.8	-10	-7	-1
Cc1ccc(-c2csc(NC(=O)c3ccc4c(=O)n5c(nc4c3)CCCCC5)n2)cc1	102	-4	14	18	0.8	0.5	13	-3	-5
Cc1cccc(NC(=O)CS(=O)(=O)c2c[nH]c3ccccc23)c1C	97	-17	0	-4	0.7	-0.9	-9	0	0
CC1CN(CCCCOc2ccc(C(C)C)cc2)CC(C)O1 (configuration not stated)	2.0*[inhibitor]	-8	-15	14	0.6	0.2	-9	16	-5
COc1ccccc1NC(=O)N1CCN(Cc2ccc3c(c2)OCO3)CC1	99	4	-6	18	1.2	1.3	-5	-10	.

Some of the entries so far, with two lines to a compound:
Results follow in this order: MEKK2 WT-MEK5 | OXTR potentiate | MEKK2mut PB1 HTS | NALP1 yeast inh | V1aR counter | OXTR agonist | GPR7 antag | PfM18AAP inh | GalR3 antagonist
> S=C(NCCCN1CCOCC1)N1CCN(c2nc(-c3ccc(Cl)cc3)cs2)CC1
    163* | -15 | 47 | 3 | 4.1 | 6.5 | 5 | -2 | 20*
> CC1(C)CC(=O)c2cn3nc(C(F)(F)F)nc3nc2C1
    98 | 3 | -1 | 43* | 0.7 | 0.3 | 1 | -5 | 1

(listing goes on)
SMILES	MEKK2 WT-MEK5	OXTR potentiate	MEKK2mut PB1 HTS	NALP1 yeast inh	V1aR counter	OXTR agonist	GPR7 antag	PfM18AAP inh	GalR3 antagonist
Cc1ccc(C=Nc2ccccc2C(N)=O)o1	99	-2	-4	15	-0.1	-0.7	7	9	11
CC(=O)Nc1ccc(S(=O)(=O)NCC2CCC(C(=O)NC(C)c3ccc4c(c3)OCCO4)CC2)cc1 (configuration not stated)	68	-5	-45	22	2.5	0.9	5	-9	.
COC(=O)c1c(-c2c(Cl)cccc2Cl)noc1C(=O)NNC(=O)N(C)C	96	-1	-5	.	-0.3	-0.1	-2	6	2
CCOC(=O)Cn1c(-c2cccnc2Cl)nc2cc(Cl)c(Cl)cc21	99	-4	4	10	1.4	0.6	-2	-5	-7
Nc1cccc(-c2nnc3n2CCCCC3)c1	101	-15	-2	-17	0.3	0.3	-2	-7	5
O=C(CN1C(=O)c2cccnc2Oc2ccc(Cl)cc21)NCCCc1ccccc1	99	-5	-1	9	-0.3	2.2	-19	0	-8
Cc1ccc(S(=O)(=O)N/N=C/c2c(F)cccc2Cl)cc1	102	-6	0	32	0.0	-1.4	-3	22	2
Cc1ccc(OC(C)C(=O)N(C)c2ccccc2)c([N+](=O)[O-])n1 (configuration not stated)	.	3	.	.	0.1	0.5	.	.	-3
CCC(C)N1CCN(S(=O)(=O)Cc2ccccc2)CC1 (configuration not stated)	99	-4	-8	15	0.3	0.0	-4	-4	-9
CN1CCN(C(=O)c2ccc(CSc3nc4ccncc4n3Cc3ccc(F)cc3)cc2)CC1	105	5	11	16	-0.2	-0.5	3	-2	.
COc1ccc(/C=N/NC(=S)Nc2cccc(C(=O)O)c2)cc1OC	102	-5	0	25	-0.4	-0.6	1	25	-1
CC(NC(=O)CCl)c1ccc(Cl)c(Cl)c1 (configuration not stated)	100	-7	-3	2	0.0	-0.7	-5	11	-1
N/C(=N\OC(=O)c1ccco1)c1ccccn1	98	-2	3	4	0.4	0.2	-3	-5	-5
Cc1cnc(C(=O)N2CCN(S(=O)(=O)c3cccc(Br)c3)CC2)cn1	.	5	.	.	1.4	1.1	.	.	-6
Cn1c(=O)cc(N2CCOCC2)[nH]c1=O	70*[inhibitor]	2	-20	9	0.1	0.4	18	17	.
CCc1nc(N2CCN(C(=O)c3ccco3)CC2)c2c3c(sc2n1)CCCC3	107	-5	1	-10	-1.0	-2.0	4	-1	-3
O=C(/C=C/c1ccccc1)Nc1ccc(N2CCCCC2)cc1	96	-11	-4	20	8.8	18	6	-9	-4
O=C(O)c1ccc(N2C(=O)c3[nH]nc(-c4ccccc4)c3C2c2ccccc2)cc1 (configuration not stated)	102	-11	6	7	-0.2	-0.1	-8	2	-4
O=C(CCNC(=O)c1ccccc1)Nc1ccc(S(=O)(=O)Nc2ncccn2)cc1	.	0	.	.	1.1	0.4	.	.	-3
COc1ccc(Oc2nc(C(F)(F)F)nc3ccccc23)cc1	102	-18	-1	26	-0.9	-2.5	-21	-6	-2

Continuation.
SMILES	MEKK2 WT-MEK5	OXTR potentiate	MEKK2mut PB1 HTS	NALP1 yeast inh	V1aR counter	OXTR agonist	GPR7 antag	PfM18AAP inh	GalR3 antagonist
CCCCNC(=O)CNC(=O)c1nn(-c2ccc(OC)cc2OC)c(=O)c2ccccc12	108	-2	2	4	0.6	0.9	-7	-6	-5
Cc1cc(NC(=O)CN2CCN(C)CC2)no1	103	-12	4	7	0.4	-0.2	7	-6	-1
O=C(/C=C/c1ccc2c(c1)OCO2)N1CCN(c2n[nH]c(=O)[nH]c2=O)CC1	95	-6	-6	21	0.5	-0.6	-5	7	6
CC1CCc2nc(N)c(C#N)c(-c3cccnc3)c2C1 (configuration not stated)	105	-1	9	-6	-0.1	0.1	-17	3	0
COCc1cc(C)nc2sc(C(=O)Nc3ccccc3OC)c(N)c12	110	0	3	22	5.1	-2.1	-17	2	-7
CC1(C)CC(=O)C(C=NCCN2CCN(C(=O)CCl)CC2)=C(O)C1	110	2	9	.	0.3	0.0	-7	9	-4
CCc1ccc(CN(C(=O)COc2c(C)cccc2C)C2CCS(=O)(=O)C2)cc1 (configuration not stated)	95	-7	-2	8	2.0	-0.9	0	-7	-3
CN1CCCC1CCNc1ccc2c(=O)c3ccccc3oc2c1 (configuration not stated)	106	-4	3	30	0.7	2.9	-3	11	-6
Oc1ccc(N2CCN(c3ncnc4sc(-c5ccccc5)cc34)CC2)cc1	91	.	-39	14	.	.	10	44*	3
NC(=O)CC(NC(=O)c1ccccc1)c1ccc(N2CCC(N3CCCC3)CC2)c([N+](=O)[O-])c1 (configuration not stated)	97	-5	-3	36	-0.1	0.0	-7	-2	-5
O=C(NCCN1C(=O)S/C(=C\c2ccc(Cl)c(Cl)c2)C1=O)C1COc2ccccc2O1 (configuration not stated)	102	-2	-1	3	-0.8	-0.8	0	-1	-2
O=C(Cn1c(C(F)(F)F)nc2ccccc21)c1ccc(F)cc1	.	-18	.	4	-0.3	-2.0	-2	5	-2
COc1ccc(-c2nn(C)c(=O)c3ccccc23)cc1NC(=O)Cn1nc(C)c2ccccc2c1=O	80	1	-11	-7	0.1	-1.2	-5	3	0
CCOC(=O)c1cc(-c2ccc(F)cc2)n(CC(=O)NCc2cccnc2)c1C	99	-8	-2	4	-0.5	-1.9	-4	-12	-5
CC(C)OCCCn1c(=O)c2ccccc2n2c(CCC(=O)O)nnc12	101	-2	10	9	0.2	-0.2	11	-11	-12
O=C1c2ccccc2C(=O)N1Cc1cc(-c2ccc(Cl)cc2)no1	104	-1	0	.	-1.7	0.1	-6	-1	-3
CCOc1ccc(-c2nnn(CC(=O)NCc3ccc(OC)cc3)n2)cc1OCC	100	5	2	32	0.1	0.6	1	1	-2
CCSc1nnc(NC(=O)CCc2ccc(OC)cc2)s1	100	-4	-2	22	-0.1	-0.9	-4	0	2
S=C1NC2=C(CCCC2=C2SCCS2)C(c2ccccc2)N1 (configuration not stated)	88	1	-4	3	-0.5	-0.8	-6	-12	-4

Whole records, looked up by structure. Order of values: MEKK2 WT-MEK5, OXTR potentiate, MEKK2mut PB1 HTS, NALP1 yeast inh, V1aR counter, OXTR agonist, GPR7 antag, PfM18AAP inh, GalR3 antagonist
CC1(C)CC(=O)C(C=NCCN2CCN(C(=O)CCl)CC2)=C(O)C1 is listed with 110, 2, 9, ., 0.3, 0.0, -7, 9, -4
Cc1cc(NC(=O)CN2CCN(C)CC2)no1 is listed with 103, -12, 4, 7, 0.4, -0.2, 7, -6, -1

Source: PubChem BioAssay
